mIAP inh: mouse IAP inhibition | 0.2% of 330,000 active | purified mouse IAP, CDP-Star luminescence, 30 min | inhibition, % at 10 µM;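 active = inhibition of at least 40% at 10 µM in the primary screen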;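 note: plate controls were DMSO with enzyme for no effect and no enzyme wells for full effect; values of inactives mirror those of a sister screen read the other way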
PfG6PD inh: PfG6PD (Plasmodium falciparum) enzyme inhibition. PfGluPho enzyme, NADPH resazurin-diaphorase fluorescence. inhibition, % at 20 µM. 0.78% of 350,000 active. AID 504690;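 active = inhibition reaching at least a set limit at 20 µM in the primary screen, cut at about 59% in these data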;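 note: 0% = DMSO wells with substrate and 100% = DMSO wells lacking glucose-6-phosphate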
hIAP block: blocks human intestinal alkaline phosphatase; purified IAP, CDP-Star luminescence, 30 min; inhibition, % at 10 µM; AID 2544; 0.12% of 330,000 active; P09923;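 active = inhibition reaching a set limit with compound at 10 µM in the primary screen, cut at about 35% in these data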;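 note: plate controls were DMSO wells with enzyme for no effect and no-enzyme buffer wells for full effect; values of inactives mirror those of a sister screen read the other way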
HKDC1 inhibitor: HKDC1 (human) hexokinase inhibition; 0.16% of 340,000 active; recombinant HKDC1, G6PDH/diaphorase resazurin coupled fluorescence; AID 493160; inhibition, % at 20 µM;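 active = inhibition above about 35% when tested at 20 µM, limit read from the data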;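 note: plate controls were DMSO wells with enzyme for no effect and DMSO wells lacking enzyme for full effect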
Target sequence (Q2TB90 whole entry, looked up): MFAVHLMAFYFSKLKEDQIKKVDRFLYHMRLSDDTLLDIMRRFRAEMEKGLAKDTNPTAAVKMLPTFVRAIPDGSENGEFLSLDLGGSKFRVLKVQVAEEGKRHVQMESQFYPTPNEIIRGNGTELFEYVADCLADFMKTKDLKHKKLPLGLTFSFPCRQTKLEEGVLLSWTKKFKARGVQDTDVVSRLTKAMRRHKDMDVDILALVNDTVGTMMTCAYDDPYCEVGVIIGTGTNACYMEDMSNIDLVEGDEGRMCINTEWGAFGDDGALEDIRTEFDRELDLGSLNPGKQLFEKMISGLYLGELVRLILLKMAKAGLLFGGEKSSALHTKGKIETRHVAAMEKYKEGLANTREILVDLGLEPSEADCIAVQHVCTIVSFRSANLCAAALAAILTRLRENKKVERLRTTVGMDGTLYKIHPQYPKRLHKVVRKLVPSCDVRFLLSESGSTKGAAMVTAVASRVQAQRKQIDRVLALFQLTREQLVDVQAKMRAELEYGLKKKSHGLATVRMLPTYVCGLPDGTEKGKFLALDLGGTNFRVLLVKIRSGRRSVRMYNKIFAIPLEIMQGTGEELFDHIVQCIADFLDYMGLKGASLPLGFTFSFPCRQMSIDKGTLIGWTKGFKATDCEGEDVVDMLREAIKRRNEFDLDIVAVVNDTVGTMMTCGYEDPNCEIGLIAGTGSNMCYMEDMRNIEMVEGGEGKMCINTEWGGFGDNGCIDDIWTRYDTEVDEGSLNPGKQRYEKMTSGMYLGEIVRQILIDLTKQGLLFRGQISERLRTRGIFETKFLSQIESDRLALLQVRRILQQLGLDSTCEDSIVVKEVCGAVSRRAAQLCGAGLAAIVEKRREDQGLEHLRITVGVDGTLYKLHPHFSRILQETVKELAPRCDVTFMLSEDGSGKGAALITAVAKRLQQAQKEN
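Assay system: in-house recombinant HK5 (HKDC1) enzyme. Input: HKDC1 at 5 µg/mL. Medium: Tris pH 8.0 buffer with MgCl2, Tween-20, BSA, BME. Dosing: single 20 µM dose. Schedule: 90 min reaction incubation at room temperature, dark. Signal: resazurin-to-resorufin fluorescence via G6PDH and diaphorase coupling, 525/613 nm. Controls: DMSO-enzyme wells negative, buffer-substituted wells positive.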
mIAP activ: increases mouse intestinal alkaline phosphatase activity. AID 2805. activation factor at 10 µM. 0.24% of 330,000 active. muIAP, CDP-Star luminescence, 30 min; active compounds read high; 1 = vehicle-only enzyme signal, 0 = enzyme-free wells;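 active = activation factor of at least 2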; note: the source names both 10 and 20 µM as test concentration; values of inactives mirror those of a sister screen read the other way
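Assay system: mouse IAP enzyme; reagent: chemiluminescent substrate CDP-Star; dosing: test compounds delivered from DMSO solution; schedule: 30 min at room temperature; measured by: luminescence from enzymatic CDP-Star hydrolysis; controls: DMSO-only wells and no-enzyme negative control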
hIAP act: human IAP activation. purified human IAP, CDP-Star luminescence, 30 min; active compounds read high; 1 = vehicle-only enzyme, 0 = enzyme-free background. AID 2524. P09923. activation factor at 10 µM. 0.16% of 330,000 active;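 active = activation factor of the enzyme at least 2-fold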; note: the source names both 10 and 20 µM as test concentration; values of inactives mirror those of a sister screen read the other way
ATG4B inh: ATG4B (human) cysteine protease inhibition; Q9Y4P1; ATG4B cleavage of LC3-PLA2, NBD-HPC fluorescence, 1 h; inhibition, % at 8.33 µM; 0.51% of 340,000 active; in the data active = inhibition above about 40%
A3A deaminase: blocks human APOBEC3A ssDNA deamination | P31941 | recombinant A3A, FAM/TAMRA ssDNA deamination fluorescence | inhibition, % at 20 µM | 0.41% of 330,000 active | AID 493011;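 active = at least 40% inhibition at 20 µM here, with at most 30% in a related deaminase screen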;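 note: plate controls were A3A with DMSO for no effect and wells lacking A3A enzyme for full effect; some results filed as inactive read as strong as hits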
Target sequence (P31941 whole entry, looked up): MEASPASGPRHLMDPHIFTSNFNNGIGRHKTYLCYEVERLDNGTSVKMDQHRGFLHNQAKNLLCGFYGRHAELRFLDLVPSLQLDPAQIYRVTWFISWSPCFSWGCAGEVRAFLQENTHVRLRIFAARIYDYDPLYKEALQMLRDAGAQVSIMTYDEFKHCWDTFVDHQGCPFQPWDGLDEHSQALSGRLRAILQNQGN
* = called active by the depositor; . = not tested or not shown.

SMILES | mIAP inh | PfG6PD inh | hIAP block | HKDC1 inhibitor | mIAP activ | hIAP act | ATG4B inh | A3A deaminase
CCOC(=O)C(CC)n1cnc2c(nnn2-c2cccc(OC)c2)c1=O (stereo not given) | -9 | -8 | 13 | -2 | 1.1 | 0.87 | -1 | -1
Cc1ccc(NC(=O)COC(=O)COc2ccc(Cl)cc2C)c([N+](=O)[O-])c1 | 2 | -19 | 8 | 19 | 0.98 | 0.93 | 3 | -4
Cc1cc(C)c(NC(=O)Cn2nnc(C(=O)NCc3cccs3)c2N)c(C)c1 | -3 | -3 | -15 | -2 | 1 | 1.1 | -4 | -1
COc1ccc(-n2c(C)cc(C(=O)CN3C(=O)NC4(CCc5ccccc54)C3=O)c2C)cc1 (stereo not given) | 1 | 5 | -2 | 4 | 0.99 | 1 | 34 | 1
COc1ccc(NC(=O)CSc2nnc(-c3ccccc3)n2Cc2ccco2)cc1OC | 11 | 7 | -1 | -5 | 0.89 | 1 | 4 | -2
CC(=O)Nc1ccc(NC(=O)CSc2nnnn2C2CCCCC2)cc1 | 3 | -7 | -49 | -4 | 0.97 | 1.5 | -1 | -3
Cc1ccsc1C(=O)OCC(=O)NCCc1ccccc1 | -2 | 9 | 3 | -3 | 1 | 0.97 | -10 | -2
CCOc1ccc(-c2noc(CCCC(=O)NCC3CCCO3)n2)cc1OC (stereo not given) | 0 | 3 | -5 | 6 | 1 | 1.1 | -6 | 0
COc1ccc(OC)c(NC(=O)Cn2cc(C#N)c3ccccc32)c1 | 5 | 21 | 8 | -6 | 0.95 | 0.92 | -6 | 3
NC(=O)c1nsc(C(=O)N(c2ccccc2)C(C(=O)NCC2CCCO2)c2ccc3ncccc3c2)c1N (stereo not given) | -3 | 22 | 1 | -4 | 1 | 0.99 | 1 | -1
COc1cc(/C=C/c2noc(-c3ccccc3O)n2)cc(OC)c1OC | 2 | -21 | -7 | -3 | 0.98 | 1.1 | -7 | 3
Cc1ccc(S(C)(=O)=O)cc1C(=O)OCC(=O)N1CCCC1=O | 2 | -6 | 11 | 10 | 0.98 | 0.89 | 7 | 0
COc1ccc(NC(=O)C2CCCCN2S(=O)(=O)c2ccc(F)cc2)cc1 (stereo not given) | -16 | -5 | 15 | 1 | 1.2 | 0.85 | -1 | -1
COc1ccc(CNC(=O)[C@H](C)NC(=O)C2CC(=O)N(c3ccc(OC)cc3)C2)cc1 (stereo not given in full) | 2 | -3 | 6 | -5 | 0.98 | 0.94 | -4 | -1
Cc1cccc(C(=O)NC(=S)Nc2ccc(N3CCOCC3)cc2)c1 | 11 | 1 | -15 | -1 | 0.89 | 1.1 | -2 | 6
COc1cccc(NC(=O)Cn2c3ccc(F)cc3c3nc4n(c(=O)c32)CCCS4)c1 | -7 | 9 | 0 | 5 | 1.1 | 1 | 2 | -3
O=C(CN1C(=O)COc2ccccc21)N(Cc1ccccc1)Cc1ccccn1 | 5 | 5 | 16 | 8 | 0.95 | 0.84 | 4 | -2
O=C(O)CC1c2ccccc2CCN1S(=O)(=O)c1ccc(F)cc1 (stereo not given) | -3 | 6 | -10 | -6 | 1 | 1.1 | 0 | 0
COc1cccc(N2C(=O)C(CC(=O)Nc3ccccc3)N(C3CCCCC3)C2=O)c1 (stereo not given) | -4 | -3 | 9 | -14 | 1 | 0.91 | -9 | 0
Cc1cc(NC(=O)C2CC(c3cccc(Br)c3)=NO2)no1 (stereo not given) | -6 | -16 | -11 | 3 | 1.1 | 1.1 | -4 | -6
COc1ccc(C2CC(c3ccc(OC)cc3)n3nc(NC(=O)c4ccco4)nc3N2)cc1 (stereo not given) | -4 | 12 | -23 | 1 | 1 | 1.2 | -5 | -5
COc1ccc(CCNC(=O)/C=C/C(=O)O)cc1 | 6 | -11 | 3 | 3 | 0.94 | 0.97 | 8 | 3
CCOC(=O)C1Oc2ccccc2C(c2ccc(F)cc2)=C1C(=O)OC (stereo not given) | 4 | 6 | . | -1 | 0.96 | . | 2 | 3
CC(C)C[C@@H]1NC(=O)[C@H](C(C)C)NC(=O)c2cc([N+](=O)[O-])cc(I)c2NCC[C@@H](C(N)=O)NC1=O | 5 | 11 | -3 | 5 | 0.95 | 1 | 5 | 13
CCOCCCNC(=O)C1(O)c2cc(Br)ccc2NC(=O)N1c1cccc(OC)c1 (stereo not given) | 2 | -1 | 6 | -5 | 0.98 | 0.94 | -3 | -4
COc1ccc(C(=O)CC2SC(N)=NC2=O)cc1 (stereo not given) | -5 | 1 | -1 | -8 | 1 | 1 | -4 | -8
COc1ccc(C(C)=O)cc1CSc1nc2ccccc2o1 | -8 | 4 | -12 | -3 | 1.1 | 1.1 | -7 | -2
CCOCCOC(=O)c1[nH]c2c(c1C)C(=O)CC(c1cc(OC)c(OC)c(OC)c1)C2 (stereo not given) | -6 | 4 | -7 | -4 | 1.1 | 1.1 | -9 | -4
Cc1cccn2cc(-c3cccc(S(=O)(=O)N4CCCCC4)c3)nc12 | 6 | 2 | -26 | -19 | 0.94 | 1.3 | -7 | 3
Cn1c(=O)[nH]c(=O)c2c1nc(Br)n2C/C=N/NC(N)=S | 4 | . | -23 | . | 0.96 | 1.2 | . | -3
O=C(CSc1nnnn1Cc1ccccc1)Nc1cccc(F)c1 | 6 | 7 | 18 | -2 | 0.94 | 0.82 | -4 | -2
Cn1c(-c2ccc3ccccc3n2)nc2cnccc21 | 4 | -3 | -9 | 4 | 0.96 | 1.1 | -9 | 5
O=C(NC1CC2CCCC(C1)N2C(=O)NC1CCCCC1)c1ccccc1 (stereo not given) | 0 | -2 | -4 | 1 | 0.99 | 1 | -6 | -5
COc1ccc(/C=C/C(=O)Oc2cccc(/C=N/NC(=O)c3cccc(F)c3)c2)cc1 | 10 | -2 | -6 | 3 | 0.9 | 1.1 | -11 | 0
CCOC(=O)C1=C(c2ccccc2)Nc2ncnn2C1c1cccc(OC)c1OC (stereo not given) | -12 | 8 | -11 | -5 | 1.1 | 1.1 | -2 | -3
O=C(Cn1cc([N+](=O)[O-])cn1)N1N=C(C(F)F)CC1(O)C(F)F (stereo not given) | 10 | -13 | -2 | -4 | 0.9 | 1 | -5 | -2

3 entries out of the list above, arranged by their value in hIAP act, highest first.
SMILES | mIAP inh | PfG6PD inh | hIAP block | HKDC1 inhibitor | mIAP activ | hIAP act | ATG4B inh | A3A deaminase
Cn1c(-c2ccc3ccccc3n2)nc2cnccc21 | 4 | -3 | -9 | 4 | 0.96 | 1.1 | -9 | 5
COc1ccc(C(=O)CC2SC(N)=NC2=O)cc1 (stereo not given) | -5 | 1 | -1 | -8 | 1 | 1 | -4 | -8
O=C(CSc1nnnn1Cc1ccccc1)Nc1cccc(F)c1 | 6 | 7 | 18 | -2 | 0.94 | 0.82 | -4 | -2

(list continues)
SMILES | mIAP inh | PfG6PD inh | hIAP block | HKDC1 inhibitor | mIAP activ | hIAP act | ATG4B inh | A3A deaminase
COc1ccccc1/C=C/C=N/N1CCN(Cc2ccccc2)CC1 | 4 | 3 | -8 | -6 | 0.95 | 1.1 | 8 | 0
CCCNCc1cc(OC)c(OCCC)cc1Cl | 8 | -8 | 10 | 5 | 0.92 | 0.9 | 0 | 0
CCOCCn1c(SCC(=O)OCc2ccccc2)nc2c1c(=O)[nH]c(=O)n2C | 5 | 23 | 3 | -4 | 0.95 | 0.97 | -1 | -1
CCCN(CCC)C(=O)CC(c1ccccc1)c1ccco1 (stereo not given) | -8 | 7 | -28 | -4 | 1.1 | 1.3 | 1 | -6
CN(C)c1nc(N(C)C)nc(N(C#N)Cc2ccc(Cl)cc2)n1 | 2 | 1 | -1 | 2 | 0.97 | 1 | -2 | 0
CCOC(=O)C(Cc1ccc(N)cc1)N1C(=O)c2ccccc2C1=O (stereo not given) | 6 | -4 | 19 | 2 | 0.94 | 0.81 | 9 | -5
CC(=O)CS(=O)(=O)c1ccc(Oc2ccc(S(=O)(=O)CC(C)=O)cc2)cc1 | 6 | -2 | -1 | -3 | 0.94 | 1 | -7 | 2
Cc1cnc(NC(=O)CN(C)S(=O)(=O)c2ccc(Cl)cc2)s1 | 1 | -22 | 7 | -4 | 0.99 | 0.93 | 4 | 0
O=C(c1ccc(S(=O)(=O)NCc2ccco2)cc1)N1CCN(c2ccccc2)CC1 | -2 | -3 | 2 | 0 | 1 | 0.98 | -1 | -1
COc1ccc(NS(=O)(=O)c2cccc(C(=O)N/N=C/c3ccccn3)c2)cc1 | 3 | -14 | -43 | -3 | 0.97 | 1.4 | -7 | -6
O=C(NCc1ccco1)c1ccc(COCC(F)(F)F)cc1 | -10 | 14 | -22 | -7 | 1.1 | 1.2 | -3 | 9
O=C1c2cccc([N+](=O)[O-])c2C(=O)N1c1ccccc1 | -5 | -13 | -4 | -8 | 1.1 | 1 | 7 | 4
C=C1c2cccc(OC)c2O[C@H](C(=O)OCC)[C@@H]1CCCCCC | -3 | 78* | . | 4 | 1 | . | -3 | 5
Cc1c(C(=O)N2CCCC2)oc2c1-c1nn(CC(=O)NCCCOC(C)C)cc1CC2 | -6 | -12 | -2 | 11 | 1.1 | 1 | -5 | -10
CCOc1cc(C(=O)OCC(=O)Nc2ccc(SC(F)F)cc2)cc(OCC)c1OCC | -18 | 35 | -12 | -1 | 1.2 | 1.1 | 6 | -2
O=C(COc1ccc(F)cc1F)N1CCCCCCC1 | -10 | 6 | 22 | -1 | 1.1 | 0.78 | -4 | -7
N/C(=N\OC(=O)c1cccnc1)c1ccc(Cl)cc1Cl | -3 | -7 | -3 | -3 | 1 | 1 | -1 | 0
CCN(C(=O)COC(=O)CCc1ccc(OC)cc1)c1c(N)n(Cc2ccccc2)c(=O)[nH]c1=O | 4 | -2 | -15 | -2 | 0.96 | 1.1 | -5 | -4
O=C1[C@H]2[C@H](C=CC[C@H]2C(=O)N2CCOCC2)CCN1Cc1ccc(Cl)c(Cl)c1 | 2 | -3 | 3 | -3 | 0.98 | 0.97 | -17 | -2
COc1ccccc1S(=O)Cc1ccc(C(=O)O)o1 (stereo not given) | 2 | -2 | -6 | -10 | 0.98 | 1.1 | 6 | -2
COc1ccc(CNC(=O)C(=O)NC2CCC(C)CC2)cc1 (stereo not given) | -7 | -2 | 2 | -9 | 1.1 | 0.98 | -13 | 1
Cc1ccc(-c2c(C(=O)N/N=C/c3cccnc3)nnn2-c2nonc2N)cc1 | 7 | 56 | -17 | 2 | 0.93 | 1.2 | -9 | -6
O=C(NC(CSSCC(NC(=O)c1ccccc1)C(=O)O)C(=O)O)c1ccccc1 (stereo not given) | -5 | -4 | -3 | 0 | 1 | 1 | -17 | -2
COc1ccc(-n2nc3c(c2NC(=O)c2cc(Br)ccc2Cl)CS(=O)C3)cc1 (stereo not given) | 7 | -14 | -6 | -8 | 0.93 | 1.1 | -1 | -1
CCC(CC)NC(=O)c1nn(Cc2ccccc2)c(=O)c2ccccc12 | 7 | -3 | 0 | -2 | 0.93 | 1 | -10 | -2
CCOc1ccc(S(=O)(=O)N2CCC(C(=O)NCc3cccnc3)CC2)cc1C | -2 | -8 | 16 | -3 | 1 | 0.84 | -3 | -5

Nothing new here: entries from further up.
SMILES | mIAP inh | PfG6PD inh | hIAP block | HKDC1 inhibitor | mIAP activ | hIAP act | ATG4B inh | A3A deaminase
C=C1c2cccc(OC)c2O[C@H](C(=O)OCC)[C@@H]1CCCCCC | -3 | 78* | . | 4 | 1 | . | -3 | 5
Cc1c(C(=O)N2CCCC2)oc2c1-c1nn(CC(=O)NCCCOC(C)C)cc1CC2 | -6 | -12 | -2 | 11 | 1.1 | 1 | -5 | -10
CCOc1cc(C(=O)OCC(=O)Nc2ccc(SC(F)F)cc2)cc(OCC)c1OCC | -18 | 35 | -12 | -1 | 1.2 | 1.1 | 6 | -2

Screening results (PubChem BioAssay)
